Screening results (PubChem)
CHRM1 agonist: agonists of human M1 muscarinic receptor. activation, % at 3 µM. AID 588814. P11229. CHO-K1 hM1, Fluo-8 calcium fluorescence, agonist mode; 0% DMSO, 100% acetylcholine EC100. 360,000 tested, 0.33% active;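 active means activation above the run's mean compound activation plus 3 SD, cut at about 16% in these data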;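 further: peak over basal fluorescence ratio within a 140 s kinetic read after compound addition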
Target sequence (P11229 whole entry, looked up): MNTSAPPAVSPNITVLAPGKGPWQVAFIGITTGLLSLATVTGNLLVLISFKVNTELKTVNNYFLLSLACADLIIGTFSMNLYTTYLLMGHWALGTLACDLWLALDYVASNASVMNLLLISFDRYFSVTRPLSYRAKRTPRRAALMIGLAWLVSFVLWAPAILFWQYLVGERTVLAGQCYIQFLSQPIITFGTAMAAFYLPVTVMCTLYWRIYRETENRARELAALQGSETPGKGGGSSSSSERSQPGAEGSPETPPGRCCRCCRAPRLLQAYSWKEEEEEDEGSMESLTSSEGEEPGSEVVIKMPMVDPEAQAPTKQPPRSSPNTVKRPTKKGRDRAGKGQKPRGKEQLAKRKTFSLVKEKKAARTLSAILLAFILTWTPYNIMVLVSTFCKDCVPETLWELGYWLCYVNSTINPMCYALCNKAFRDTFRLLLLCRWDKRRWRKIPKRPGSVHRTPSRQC
M4 antag: CHRM4 antagonism in calcium assay. P08173. CHO-hM4 cells, ACh EC80, Fluo-8 calcium fluorescence. inhibition, % at 3 µM. 360,000 tested, 0.73% active. AID 624125;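 active means inhibition above its plate's cutoff, the mean inhibition of sample wells plus 3 SD, cut at about 27% in these data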;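 further: 0% = acetylcholine EC80 with DMSO and 100% = DMSO without agonist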
Target sequence (P08173 whole entry, looked up): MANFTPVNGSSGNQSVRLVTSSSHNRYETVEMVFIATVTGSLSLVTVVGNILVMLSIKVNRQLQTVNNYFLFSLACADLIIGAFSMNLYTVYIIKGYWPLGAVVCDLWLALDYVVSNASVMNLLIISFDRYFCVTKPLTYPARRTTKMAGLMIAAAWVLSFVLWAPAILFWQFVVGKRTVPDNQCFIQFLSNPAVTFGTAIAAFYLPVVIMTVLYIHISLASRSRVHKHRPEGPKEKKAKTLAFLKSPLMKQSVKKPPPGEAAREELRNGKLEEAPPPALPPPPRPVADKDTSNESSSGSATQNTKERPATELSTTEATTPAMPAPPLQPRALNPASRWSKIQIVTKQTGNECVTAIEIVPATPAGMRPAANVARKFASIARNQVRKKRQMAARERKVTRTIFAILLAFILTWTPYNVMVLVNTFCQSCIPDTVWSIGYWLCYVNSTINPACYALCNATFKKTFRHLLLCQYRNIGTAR
M5 antag: CHRM5 antagonism in calcium assay; CHO-hM5 cells, Fluo-8 calcium fluorescence, ACh EC80; AID 624040; inhibition, % at 3 µM; 360,000 tested, 0.59% active; P08912;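 active means inhibition above a per-plate cutoff, the mean of that plate's test compounds plus 3 SD, cut at about 27% in these data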;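 further: 0% = acetylcholine EC80 with DMSO and 100% = DMSO without agonist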
TAAR1 agonist: human TAAR1 agonism; Q96RJ0; CHO RD-HGA16 TAAR1, Fluo-8 calcium fluorescence; vehicle wells 0%, saturating PEA agonist 100%; activation, % at 3 µM; 360,000 tested, 0.99% active; AID 624467;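 active means activation above the mean activation of all test compounds in the run plus 3 SD, cut at about 38% in these data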
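Repeats: no replicates (n 1) | Material: CHO-derived RD-HGA16 cells with stable Gα16 and human TAAR1 | Technique: Kinetic Fluo-8 calcium fluorescence | Schedule: 17-24 h seeding, 75 min 37 °C dye, 30 min RT | Evaluation: % activation from peak over basal fluorescence ratio, DMSO-to-PEA scaled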
M5 PAM: potentiates acetylcholine response at human M5 receptor; CHO-K1 hM5, Fluo-8 calcium, ACh EC20 PAM; 0% = ACh EC20, 100% = ACh EC100; activation, % at 3 µM; 360,000 tested, 0.3% active; AID 624038;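 active means activation above the run cutoff, the mean activation of all test compounds plus 3 SD, cut at about 18% in these data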
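Test system: CHO-K1 hM5 cells / Doses: single-point, 3 µM nominal / Times: Post-acetylcholine fluorescence recording 140 s / Technique: Fluo-8 calcium fluorescence / Measure: Max/basal fluorescence ratio as % of EC20–EC100 ACh window / Benchmarks: low control EC20 acetylcholine (0%), high control EC100 acetylcholine (100%) / Replicates: one well per compound, no replicates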
M1 antag: antagonists of human M1 muscarinic receptor; P11229; CHO-K1 hM1, Fluo-8 calcium fluorescence, ACh EC80 antagonist; inhibition, % at 3 µM; 360,000 tested, 1.3% active; AID 588852;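 active means percent inhibition above its own plate's cutoff, namely the mean of that plate's compound wells plus 3 SD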;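 further: peak over basal fluorescence ratio during 140 s after agonist addition; 0% = ACh EC80 plus DMSO and 100% = DMSO alone without agonist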
CHRM4 agonist: agonists of human muscarinic M4 receptor (CHRM4); 360,000 tested, 0.14% active; activation, % at 3 µM; P08173; CHO-K1 hM4/Gqi5, Fluo-8 calcium fluorescence; vehicle 0%, full acetylcholine response 100%;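 active means activation above the run mean over all test wells plus 3 SD, cut at about 32% in these data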;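 further: peak over basal fluorescence ratio per well then scaled between controls; 0% = DMSO wells and 100% = acetylcholine at EC100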
M1 PAM: positive allosteric modulators of human M1 muscarinic receptor | CHO-K1 hM1, Fluo-8 calcium fluorescence, ACh EC20; 0% = ACh EC20, 100% = maximal ACh | P11229 | 360,000 tested, 0.088% active | activation, % at 3 µM | AID 588819; in the data active means activation above about 19%, passing the limit was not always enough
CHRM5 agonist: agonists of human muscarinic M5 receptor (CHRM5); CHO-K1 hM5 cells, Fluo-8 calcium fluorescence; 0% DMSO wells, 100% maximal acetylcholine response; 360,000 tested, 0.19% active; activation, % at 3 µM;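 active means activation above the run's mean over test compounds plus 3 SD, cut at about 23% in these data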;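 further: signal is peak over basal fluorescence ratio across the kinetic read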
An asterisk follows results filed as active; . = not tested or not shown. This is a subset; rates above refer to the full screens.

molecule	TAAR1 agonist	M1 antag	M4 antag	CHRM1 agonist	CHRM5 agonist	M1 PAM	M5 PAM	CHRM4 agonist	M5 antag
CC(C(=O)Nc1sc2c(c1C(=O)NCc1ccco1)CCCC2)N1C(=O)c2ccccc2C1=O (stereo not drawn)	-1	-21	-3	1	2	12	8	0	1
CN(C)C(CNC(C(=O)Nc1ccc([N+](=O)[O-])cc1Br)c1ccccc1)c1ccccc1 (stereo not drawn)	-1	6	-8	-7	-9	-3	1	2	-3
CC(C)C(=O)Nc1cccc(C(=O)Nc2ccc3c(c2)OCO3)c1	5	-8	-17	-3	1	5	-7	6	1
O=C(N/N=C/c1ccc(O)c2ncccc12)c1cccc(Br)c1	15	-2	-7	-5	3	0	-6	3	-7
COC(=O)c1cccc(-n2sc3ccccc3c2=O)c1	63*	18	11	1	15	-10	4	11	8
CSc1nsc(/C=C/Nc2ccc(F)cc2)c1C#N	12	-8	-7	-3	0	1	-4	1	1
CC(C)c1ccc(NC(=O)c2cc(S(=O)(=O)N3CCCC3)c[nH]2)cc1	1	35*	-20	-9	0	-30	-11	8	-6
COc1ccc(CN(C(=O)/C=C/C(=O)c2ccc(OC)cc2O)C(C(=O)NC2CCCCC2)c2ccncc2)cc1 (stereo not drawn)	0	-4	-10	-9	-5	2	-3	1	-1
O=[N+]([O-])c1cc(S(=O)(=O)N2CCOCC2)ccc1N1CCNCC1	1	-2	-7	-5	3	-9	3	1	-5
Cn1c(=O)c2c(ncn2CC(=O)Nc2nc(-c3ccc(F)c(F)c3)cs2)n(C)c1=O	2	-2	-4	-2	-3	2	-1	2	9
COc1ccc(C2=Nc3ccccc3N(C(=O)c3ccc4c(c3)OCO4)C2C(=O)Nc2c(C)cccc2C)cc1 (stereo not drawn)	-2	.	5	.	2	.	3	3	2
Cc1ccc(/C=N/NC(=O)COc2ccc(Cl)c(C)c2)o1	-3	-12	6	-4	-3	9	4	1	6
O=C(NN1C(=O)/C(=C\c2ccc(O)c([N+](=O)[O-])c2)SC1=S)c1ccccc1Cl	1	-13	14	3	1	4	3	1	3
CCC(C)(C)NC(=O)C(c1ccc(OC)cc1)N(CCOC)C(=O)CCC(=O)Nc1nccs1 (stereo not drawn)	-1	-2	-2	-7	-3	5	-6	2	14
COc1cc(C)c(S(=O)(=O)N2CCN(C)CC2)cc1C	12	-12	-1	-4	-1	0	5	1	-5

Single values from above.
Entry of `O=C(N/N=C/c1ccc(O)c2ncccc12)c1cccc(Br)c1` under M1 antag: -2
Entry of `COC(=O)c1cccc(-n2sc3ccccc3c2=O)c1` under CHRM1 agonist: 1

Following part:
molecule	TAAR1 agonist	M1 antag	M4 antag	CHRM1 agonist	CHRM5 agonist	M1 PAM	M5 PAM	CHRM4 agonist	M5 antag
COc1ccc(CNC(=O)C2CCC(CNS(=O)(=O)c3cccs3)CC2)cc1 (stereo not drawn)	3	-13	-9	-7	2	11	0	4	1
O=C(Nc1ccc(F)cc1F)c1cc2nc3c(c(C(F)(F)F)n2n1)CCCC3	1	-12	8	-10	-2	11	-1	1	-1
COc1ccc(OC)c(C2NC(=O)NC(C)=C2C(=O)Nc2ccc(C)cc2)c1 (stereo not drawn)	21	0	-3	-4	1	8	-3	1	3
Cc1cc(-c2ccc(C)c(S(=O)(=O)NCCCN3CCCCCC3)c2)on1	0	-19	-6	-7	-8	11	-2	0	9
Cc1cc(C(=O)Nc2ccc(C)c(S(=O)(=O)N3CCOCC3)c2)c2ccccc2n1	3	26	19	-4	-7	-6	-7	11	1
Cc1cscc1-c1ccc(C(=O)Nc2c(C)cccc2C)o1	-2	-20	-4	-11	-3	2	1	1	-1
CC(C)C1N=C2c3ccccc3N=C(SCC#N)N2C1=O (stereo not drawn)	1	5	8	-2	-2	3	-1	1	2
CCOc1ccc(-c2cn[nH]c2N)cc1	.	-2	-1	-3	-5	4	-4	-2	8
CC(=O)C(C)Oc1cc(C)cc2oc(=O)c(C)c(C)c12 (stereo not drawn)	6	-8	3	-3	-2	3	-5	0	0
O=C(Cn1nc(Cc2cccnc2)c2ccccc2c1=O)Nc1ccccc1F	0	-30	5	0	2	3	7	0	-8
COC(=O)C1=C(NC(=O)CCCCl)CCS1	3	-8	2	-6	-1	4	5	0	-1
CCc1ccccc1NC1=NCC(=O)N1Cc1ccc(OC)cc1	17	-31	0	-4	1	10	2	0	8
Cc1cc(NS(=O)(=O)c2ccc(NC(=O)Cc3ccc([N+](=O)[O-])cc3)cc2)no1	1	-15	-16	-3	-5	11	7	0	-9
c1ccc(-c2cc3c(NCC4COc5ccccc5O4)ncnc3s2)cc1 (stereo not drawn)	3	5	-1	-5	-2	-7	-6	2	18
CCOC(=O)c1nc2c(ccc3ccccc32)cc1C	3	10	0	-7	-4	-3	-8	-2	14
Cc1ccc(NC(=O)Cn2c(O)c(N=NC(=O)c3cc4ccccc4cc3O)c3ccccc32)cc1	4	5	-1	-1	2	1	1	-1	3
CCCNC(=O)C1(C)CCCN(Cc2ccsc2)C1 (stereo not drawn)	2	-9	-4	-5	-1	5	-1	0	1
C#CCOCC1CN(C)C(=O)O1 (stereo not drawn)	0	-11	-5	3	0	12	-1	-1	-6
CC12C(=O)N(NC(=O)c3ccncc3)C(=O)C1C1C=CC2C1 (stereo not drawn)	0	1	1	-3	0	-2	2	2	-5
O=C(NCc1cccnc1)/C(=C\c1ccc(-c2ccc(Cl)c(Cl)c2)o1)S(=O)(=O)c1ccccc1	10	9	15	-7	-1	-3	-11	7	12
O=C(O)c1ccc(Cl)c(S(=O)(=O)Nc2ccc3[nH]c(=O)[nH]c3c2)c1	1	-10	-1	-2	0	7	2	0	2
CCCn1c(C(C)Nc2nc(-c3cc(Cl)c(N)c(Cl)c3)cs2)nc2cc(Cl)c(N3CCCCC3)cc21 (stereo not drawn)	6	1	-1	-2	5	2	7	0	8
COc1ccccc1N(Cc1cc(=O)[nH]c2ccccc12)C(=O)C(C)C	0	2	-8	-6	-1	-2	-2	2	-2
Cc1cccc(C)c1NC(=O)CN(C)CC(=O)c1c(N)n(Cc2ccccc2)c(=O)n(C)c1=O	12	2	-1	-3	3	3	5	3	-4
COc1ccc(N2CCN(C(CNC(=O)C(=O)NC3CC3)c3ccco3)CC2)cc1 (stereo not drawn)	1	-5	2	-1	3	4	0	1	-5
C[C@@H]1CCCCO[C@H](CN(C)Cc2ccccc2)[C@@H](C)CN([C@H](C)CO)C(=O)c2cc(NC(=O)c3ccccc3)ccc2O1	-1	-13	-14	-9	-2	2	3	1	-15
CCCCNC(=O)c1cn(CC)c2ccc(S(=O)(=O)N3CCCCCC3)cc2c1=O	1	3	15	-3	-2	-1	-7	0	13
Cc1nnc(SCC(=O)OC2CC(C)CCC2C(C)C)[nH]c1=O (stereo not drawn)	12	-13	-1	0	-2	12	17	1	-9
COC(=O)c1ccccc1NC(=O)CSc1nc2ccccc2c(=O)[nH]1	2	10	-4	-1	-8	-4	-2	2	-4
COc1cccc(-c2nc(CS(=O)(=O)CC(=O)Nc3cc(F)ccc3F)c(C)o2)c1	-1	-8	-4	1	-3	6	0	3	-4

Two neighbouring entries from above, for reference:
molecule	TAAR1 agonist	M1 antag	M4 antag	CHRM1 agonist	CHRM5 agonist	M1 PAM	M5 PAM	CHRM4 agonist	M5 antag
COC(=O)c1ccccc1NC(=O)CSc1nc2ccccc2c(=O)[nH]1	2	10	-4	-1	-8	-4	-2	2	-4
COc1cccc(-c2nc(CS(=O)(=O)CC(=O)Nc3cc(F)ccc3F)c(C)o2)c1	-1	-8	-4	1	-3	6	0	3	-4

Next part.
molecule	TAAR1 agonist	M1 antag	M4 antag	CHRM1 agonist	CHRM5 agonist	M1 PAM	M5 PAM	CHRM4 agonist	M5 antag
CN(CC(=O)N1CCCCCC1)S(=O)(=O)c1ccc(F)cc1	9	0	3	-7	-3	1	3	2	-2
Cc1ccc(S(=O)(=O)N2CCC(C(=O)NCc3cccnc3)CC2)cc1	13	-17	-16	-5	-1	4	-7	1	-9
NC(=O)c1ccc(NC(=O)Nc2ccc3c(c2)OCO3)cc1	4	-20	-4	3	-3	12	-9	1	9
CN(C)S(=O)(=O)c1ccc(C(=O)Nc2ccc3c(c2)CCC3)cc1	1	-5	-2	-7	-3	2	-6	4	13
O=C(c1ccc2c(c1)OCO2)N1CCN(c2ncccn2)CC1	1	3	0	-1	1	6	-4	1	-1
CCOc1cc(S(=O)(=O)NCCCN2CCOCC2)c(C)cc1C	0	25	-10	-7	-4	-7	4	0	-6
COC(=O)c1ccc2c(c1)NC(=O)CS2	0	-11	-1	-3	-1	9	-9	2	-1
C1CN(CC23CC4CC(CC(C4)C2)C3)CCO1	20	12	5	-6	-1	-5	4	0	4
CCOc1ccc(NC(=O)C2CC(=O)N3CCCN=C3S2)cc1 (stereo not drawn)	1	-28	-5	-2	-4	5	6	2	-9
CCCn1c(C(O)c2ccc(OC)cc2)nc2ccccc21 (stereo not drawn)	9	-18	-1	-3	-4	-2	1	1	2
COc1ccc(-c2sc3ccc(N4CCOCC4)cc3c2-c2ccc(O)cc2)cc1	-2	2	-11	-5	0	1	14	1	0
CC(C)CNC(=S)N(CCCO)Cc1cc2cc3c(cc2[nH]c1=O)OCCO3	2	-18	-25	-7	-5	8	5	1	-3
